# Compound activity deposited in PubChem by The Scripps Research Institute Molecular Screening Center.
# GPR151 ag: human GPR151 activation; Q8TDV0; PathHunter beta-arrestin GPR151 cells, luminescence; activation, % at 11.2 µM; 650,000 tested, 1% active; in the data active = activation above about 4.9%;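 also: 0% = median of compound wells and 100% = cells with positive control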
# FBW7 act: activators of human E3 ligase FBW7. AlphaScreen FBW7–phospho-cyclin E peptide binding, activator screen. normalized activity (activation), % at 26.1 µM. 650,000 tested, 0.13% active. AID 1259310. Q969H0; in the data active = normalized activity above about 1.9%;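 also: purified mutant Fbw7 with reduced substrate affinity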
# Target sequence (Q969H0 whole entry, looked up): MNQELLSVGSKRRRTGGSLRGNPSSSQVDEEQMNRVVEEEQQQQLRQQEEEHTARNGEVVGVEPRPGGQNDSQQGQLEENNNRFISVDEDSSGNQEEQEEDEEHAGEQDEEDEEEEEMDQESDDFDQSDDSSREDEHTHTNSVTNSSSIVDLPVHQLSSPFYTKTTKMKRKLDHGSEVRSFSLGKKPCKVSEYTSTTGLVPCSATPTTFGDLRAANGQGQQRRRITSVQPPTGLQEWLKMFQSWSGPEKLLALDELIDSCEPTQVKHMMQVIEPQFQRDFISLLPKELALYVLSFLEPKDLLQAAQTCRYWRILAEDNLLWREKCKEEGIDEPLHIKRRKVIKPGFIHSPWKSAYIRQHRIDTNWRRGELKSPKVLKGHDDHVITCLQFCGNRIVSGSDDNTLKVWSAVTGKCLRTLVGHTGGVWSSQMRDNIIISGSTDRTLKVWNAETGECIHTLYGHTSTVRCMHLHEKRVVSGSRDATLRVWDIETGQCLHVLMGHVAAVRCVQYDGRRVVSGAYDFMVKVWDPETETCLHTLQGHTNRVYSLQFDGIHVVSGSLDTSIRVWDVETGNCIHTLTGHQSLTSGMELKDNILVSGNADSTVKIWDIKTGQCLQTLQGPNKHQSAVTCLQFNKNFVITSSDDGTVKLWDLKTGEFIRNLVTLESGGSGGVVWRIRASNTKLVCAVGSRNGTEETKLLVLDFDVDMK
# TEAD-YAP inh: TEAD-YAP interaction inhibition; HEK-TIYL cells, TEAD-Gal4/YAP UAS-luciferase luminescence; inhibition, % at 9.12 µM; 640,000 tested, 1.4% active; AID 1259422; in the data active = inhibition above about 32%;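 also: 0% = median of test compound wells and 100% = reference inhibitor wells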
# MITF primary: inhibitors of human MITF. AID 1259374. O75030. 650,000 tested, 0.91% active. AlphaScreen MITF homodimerization, bead proximity signal. inhibition, % at 2.6 µM; in the data active = inhibition above about 50%;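 also: 0% = vehicle wells with protein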
# * marks the source's active call; other numbers are inactive results; . = no result given. Not a hit list, and some 3.4% of all compounds hit somewhere here.
SMILES	GPR151 ag	FBW7 act	TEAD-YAP inh	MITF primary
CCC/C=N/NC(=O)C1CCN(S(=O)(=O)c2ccc(Cl)cc2)CC1	0.9	-0.1	14	-2
O=S(=O)(Nc1ncccn1)c1ccc(NC(=S)NN2CCOCC2)cc1	0.3	-0.1	3	-15
Cc1ccc2c(c1)N(CC(=O)NC1CCCCC1C)C(=O)CO2 (stereo not drawn)	3.3	0.1	-20	-1
c1cc2[nH]snc2c2nc(C3CC3)nc12	-1.3	0.2	38*	18
COc1ccccc1CCNC(=O)C1CC12CCN(Cc1cnn(C)c1C)CC2 (stereo not drawn)	-1.2	0.2	9	7
O=C(NC1CCN(Cc2ccccc2)CC1)C1CCN(c2ccc(Nc3nccc4ccccc34)nn2)CC1	0.4	-0.4	-9	13
Cc1ccc2ccc[n+](CCCS(=O)(=O)O)c2c1	0.0	-0.3	-2	-1
O=C(CSc1nc(=O)n(CCO)c2c1CCCC2)N1CCCCCC1	2.5	-0.2	4	0
COc1cc(C=O)c([N+](=O)[O-])cc1OCc1ccccc1	-1.5	-0.1	2	10
COC(c1ccccc1)c1nnc(CCC(=O)NCCC(C)C)o1 (stereo not drawn)	-0.5	0.2	-2	10
N#Cc1ccc(Oc2ccccc2)cc1S(=O)Cc1ccccc1 (stereo not drawn)	0.8	-0.6	-7	7
COC(=O)c1nc2n(n1)C(c1cccc(Br)c1)C1=C(CCCC1=O)N2 (stereo not drawn)	0.1	-0.1	14	6
CNS(=O)(=O)c1cccc(C(=O)OCC(=O)C(C)(C)C)c1	7.1*	-0.1	-3	-2
COc1cc(Cl)c(C)cc1NC(=O)C(C(C)C)N1C(=O)c2ccccc2C1=O (stereo not drawn)	-1.3	0.1	-8	9
Brc1ccc(-n2cc(-c3ccccc3)c3c(NCCCN4CCOCC4)ncnc32)cc1	1.0	-0.2	4	3
Cc1ccc(N2C(=O)C3CC=CC(C)C3C2=O)cc1F (stereo not drawn)	-1.9	-0.1	6	0
COCCCNC(=O)c1c(NC(=O)c2cccs2)sc2c1CCCC2	1.2	0.1	10	3
Fc1ccc(N2CCN(c3nc4ccccc4c4nc(-c5cccnc5)nn34)CC2)cc1	-0.1	0.4	6	22
COC(=O)c1cc(NC(=O)Cc2cccs2)cc(C(=O)OC)c1	-1.2	0.1	-8	18
COc1ccc(-c2nc(NC3CCN(Cc4ccccc4)CC3)c3ncn(C(C)C)c3n2)cc1	-2.8	0.2	-3	10
Cc1ccc(S(=O)(=O)/C(C#N)=C\c2ccc(C(=O)O)cc2)cc1	0.0	0.1	3	8
COc1ccc(NC(=O)c2cc([N+](=O)[O-])ccc2Br)cc1OC	0.0	-0.2	19	-1
CCCCOc1ccc(/C=C/c2nc3ccccc3c(=O)n2-c2ccc(F)c(Cl)c2)cc1	-1.4	0.0	2	-1
CCOC(=O)COc1ccccc1/C=N/NC(=O)c1ccccc1O	-0.4	0.3	-12	9
CCOC(=O)c1c(NC(=O)CSc2n[nH]c(-c3ccccc3)n2)sc(C(C)=O)c1C	1.9	-0.1	4	6
Cc1cc(Oc2ccccc2C(=O)O)nc(C)n1	0.4	-0.1	-4	2
Nc1ncnc(Nc2cccc(Cl)c2)c1[N+](=O)[O-]	4.0	-0.1	3	7
CCn1c(=O)c(=O)n(CC)c2cc(S(=O)(=O)Nc3cc(C)ccc3C)ccc21	-0.2	0.2	4	22
O=C(CNC(=O)CNC(=O)OCc1ccccc1)NCc1ccccc1	-0.3	0.0	-2	-9
CCOc1cc(/C=C2/C(=N)N3N=C(CC)SC3=NC2=O)ccc1OCCOc1ccc(C)cc1C	0.1	0.2	7	5
CN(Cc1ccco1)C(=O)c1cc(-c2cccc3cccnc23)cc(-n2cnnn2)c1	-0.1	-0.1	6	10
C/C(=N\NC(=O)CNc1ccc2ccccc2c1)c1cccc(Br)c1	1.9	-0.1	2	6
COc1cc(/C=C/C(=O)c2cc3cccc(OC)c3oc2=O)cc(OC)c1OC	-0.1	0.0	10	-11
O=C(CCCn1cnc([N+](=O)[O-])n1)Nc1cccc2ccccc12	-0.2	-0.1	-8	3
Nc1n[nH]c(CC(=O)N(Cc2ccco2)C2(C(=O)Nc3ccccc3)CCCCC2)n1	-1.1	0.4	-6	66*
CC(=O)c1c(C)n(CC(=O)NCc2ccccc2)c2ccccc12	-0.5	0.5	8	13
O=C(Nc1n[nH]c(=S)s1)c1ccccc1	-4.7	-0.1	-44	-2
COc1ccc(S(=O)(=O)NCCc2csc(-c3cccnc3)n2)cc1	-0.6	0.1	0	22
COc1cccc(N(CC(=O)N2CCC(C)CC2)S(=O)(=O)c2ccc(C)cc2)c1	1.0	-0.1	4	1
O=C(N/C(=C\c1ccc(Br)cc1)C(=O)N(CCO)CCO)c1ccco1	-0.5	0.3	2	-13
Cc1[nH]nc(-c2ccc(OC(C)C)cc2O)c1Oc1ccccc1	0.6	0.0	1	5
Cc1ccccc1N/C(N)=N/c1nc(C(F)(F)F)cc(=O)[nH]1	8.2*	-0.1	4	11
CN1CCC(NS(=O)(=O)c2ccc(F)c(Cl)c2)CC1	2.8	0.1	5	3
c1ccc(CN2CCC(Nc3ncnc4nc(N5CCC(N6CCOCC6)CC5)[nH]c34)CC2)cc1	1.1	-0.2	8	7
CC/C=C\C/C=C\C/C=C\C/C=C\C/C=C\CCCCCC(=O)O	0.0	.	.	7
O=C1/C(=C/c2cc(Br)c(O)c(Br)c2)SC(=Nc2ccccc2)N1c1ccccc1	-0.5	0.0	3	13
Cc1ncc(CO)c2c1Oc1nc(-c3ccc(Cl)cc3)nc(SCC(N)=O)c1C2	-0.3	0.0	-2	2
O=C1C[C@H](c2ccccc2)[C@@H](c2ccccc2)CN1	1.8	0.4	3	6
CCOC(=O)c1cc(CC)sc1NC(=O)C(C)C	-2.4	-0.1	-11	4
CCCNC(=O)c1cncc(-c2ccc(C(=O)NC3CC3)cc2)c1	5.7*	-0.1	-7	3
O=C1C=C(NNC(=O)c2ccc([N+](=O)[O-])cc2)CCC1	-0.7	-0.1	-3	3
Cc1c(C)c2ccc(OCC(=O)OC(C)C)cc2oc1=O	1.5	0.1	5	5
COc1ccc(CN2Cc3ccccc3OC(C)C2)c(OC)c1OC (stereo not drawn)	-0.2	0.0	-11	43
CCCc1ccc(OCC(=O)Nc2ccc(N(CC)CC)cc2)cc1	2.1	-0.2	3	15
COc1ccc(NC(=O)CN2C(=O)CCSc3ccccc32)cc1	-0.2	0.7	0	14
COc1ccc(C2C(C#N)=C(N)Oc3c2oc(CO)cc3=O)cc1OC (stereo not drawn)	-0.4	-0.1	10	-2
O=C(O)CSc1c(-c2ccccc2)[nH]c2ccccc12	-0.2	-0.3	5	2
O=C(COc1ccc(C(F)(F)F)cc1[N+](=O)[O-])Nc1cccc(C(F)(F)F)c1	2.4	0.4	-18	7
c1ccc(-c2nc(COc3ncnc4ccccc34)co2)cc1	-1.2	-0.1	-1	1
O=C(CNS(=O)(=O)c1cccs1)N1CCN(c2ccccc2F)CC1	0.2	0.0	-31	-8

# Further entries follow.
SMILES	GPR151 ag	FBW7 act	TEAD-YAP inh	MITF primary
CCOC(=O)c1c(NC(=O)c2cccs2)sc2c1CCCC2=O	-0.7	0.1	2	3
COc1ccc(-c2cnn(C(C)(C)C)c2)cc1	-1.5	0.0	-47	5
O=S(=O)(c1ccc(Br)cc1)N1CCSC1c1ccc2c3c(cccc13)CC2 (stereo not drawn)	0.4	0.0	-11	-1
O=C(Nc1cccc(Cl)c1)c1ccccc1Br	0.0	-0.1	-40	5
CCCC(c1nnnn1C1CCCC1)N1CCN(c2ccc([N+](=O)[O-])cc2)CC1 (stereo not drawn)	-0.9	-0.2	-4	9
O=[N+]([O-])c1cccc(S(=O)(=O)N2CCCC(c3nc(-c4ccc(F)cc4)no3)C2)c1 (stereo not drawn)	0.7	-0.2	-4	-2
COc1cc(OC)nc(Oc2ccccc2-c2nnco2)n1	1.8	-0.1	2	1
CCc1cccc(C)c1NC(=O)CSc1nc(O)cc(=O)[nH]1	-0.3	-0.2	10	-4
COc1ccccc1C(=O)Nc1sc2c(c1C#N)CC(C)CC2 (stereo not drawn)	0.0	-0.2	-2	-4
Cc1cccn2cc(-c3ccc(NC(=O)C(C)(C)C)cc3)nc12	-4.0	0.4	64*	-13
CC(C)(C)c1ccc(C(=O)Nc2ccc(-c3nc4ncccc4o3)cc2)cc1	-0.4	-0.3	-8	-2
COc1ccc(C(=O)CCC(=O)OCC(=O)c2ccc(Cl)cc2)cc1	-0.6	-0.1	5	4
O=c1oc2cc(O)ccc2cc1-c1nc(-c2ccc(Cl)cc2Cl)cs1	3.0	-0.1	-11	-3
CC1CCN(c2ccc([N+](=O)[O-])cc2C(=O)O)CC1	1.2	0.0	0	-4
CCOc1ccccc1NC(=O)c1ccc(Cl)c(Cl)c1	0.4	0.1	-1	-18
CC(=O)c1cccc(-c2cc(NC3CC3)ncn2)c1	0.6	0.0	2	0
COc1ccc(NC(=O)C(Cl)(Cl)Cl)c([N+](=O)[O-])c1	-0.7	-0.1	1	20
CCOC(=O)C1CCCCN1C(=O)CCc1nnc(Cc2c[nH]c3ccccc23)o1 (stereo not drawn)	-1.4	0.6	-44	6
O=C(O)c1cc(S(=O)(=O)Nc2cccc(C(F)(F)F)c2)ccc1Cl	-0.7	0.0	1	7
Cc1ccc(S(=O)(=O)N(C)CC(=O)Nc2ccc(S(N)(=O)=O)cc2)cc1	1.0	-0.1	4	-3
CC1CCc2cc(F)ccc2N1C(=O)CCCSc1ccc(NC(=O)C2CC2)nn1 (stereo not drawn)	-0.1	-0.1	0	-1
O=C(CCn1nnc(-c2cccs2)n1)NC1CCCCC1	1.8	0.1	-7	5
COc1cc([N+](=O)[O-])ccc1NC(=O)Cn1cnc2c1c(=O)n(C)c(=O)n2C	0.9	0.1	0	11
CC(C)C[C@H]1NC(=O)[C@@H]2C[C@H](NC(=O)Nc3cccc(Cl)c3)CN2C1=O	1.3	0.6	7	22
CC(C)CC(=O)C(=O)N1CCc2nnc(CNC(=O)c3ccncc3)n2CC1	-1.4	-0.1	-17	2
O=C(NNC(=S)NCC1CCCO1)c1cc2c(s1)CCCCC2 (stereo not drawn)	-0.6	0.0	-23	1
COc1ccc(S(=O)(=O)NCCc2sc(-c3ccccc3)nc2C)cc1OC	2.9	0.0	0	3
O=C(Cn1nc2c(c1NC(=O)c1ccc(F)c(F)c1)CSC2)NCc1ccco1	0.0	-0.3	12	-7
O=C(NCC(=O)c1ccccc1)SCc1ccccn1	1.5	-0.1	-6	-7
CCOC(=O)c1c(NC(=O)c2ccc(OCc3cccc(F)c3)c(OC)c2)sc(C)c1C	0.3	-0.1	-4	-2
CCOc1ccccc1CN1CCc2nnc(C(C)NC(=O)CCOC)n2CC1 (stereo not drawn)	1.0	-0.1	1	5
O=c1[nH]cnc2c1cnn2Cc1ccccc1	1.8	0.0	8	0
CCOC(=O)COc1ccc2oc(C)c(C(=O)OC(C)C)c2c1	-0.3	0.2	2	7
COc1ccc(NCN2C(=O)C3CCC(C)CC3C2=O)cc1 (stereo not drawn)	-0.7	-0.1	6	15
Fc1ccc(C=Nc2ccc3ncccc3c2)cc1	1.7	-0.3	1	0
CCOC(=O)c1sc(NC(=O)Cc2ccc(C)cc2)nc1C	-0.2	-0.2	-12	-9
CCC(C)C(NC(=O)C(C)NC(=O)C(CC(=O)OCc1ccccc1)NC(=O)C(C)NC(=O)OC(C)(C)C)C(=O)OC (stereo not drawn)	2.2	0.0	-2	-4
NS(=O)(=O)c1cc(C(=O)OCC(=O)N2CCCCC2)c(Cl)cc1Cl	-0.1	-0.1	5	-2
COc1ccc(CCNC(=O)c2cccnc2SCc2cccc(Br)c2)cc1OC	1.5	0.3	-14	-12
CC1=CCC2C(=O)N(c3ccccn3)C(=O)C2C1 (stereo not drawn)	0.9	0.0	5	-1
Fc1cnc(Nc2ccc(N3CCOCC3)nc2)cc1-n1cnc(Nc2ccccc2)n1	0.2	0.9	-3	23
CCOC(OCC)P(=O)(CN(CC)CC)OCC (stereo not drawn)	0.0	0.4	-9	12
COc1ccc(S(=O)(=O)N(C)CC(=O)Nc2ccc(Cl)cc2)cc1OC	0.4	0.1	-8	-8
CCn1c(N/N=C/c2ccc(F)cc2)nc2c1c(=O)[nH]c(=O)n2C	-0.4	0.1	-5	-17
COc1ccc(/C=C2/C(=O)NC(=O)N(c3cccc(F)c3)C2=O)cc1Cl	-0.2	0.0	11	8

# Exported field by field: entries from further up.
NS(=O)(=O)c1cc(C(=O)OCC(=O)N2CCCCC2)c(Cl)cc1Cl
- GPR151 ag: -0.1
- FBW7 act: -0.1
- TEAD-YAP inh: 5
- MITF primary: -2

COc1ccc(CCNC(=O)c2cccnc2SCc2cccc(Br)c2)cc1OC
- GPR151 ag: 1.5
- FBW7 act: 0.3
- TEAD-YAP inh: -14
- MITF primary: -12

CC1=CCC2C(=O)N(c3ccccn3)C(=O)C2C1 (stereo not drawn)
- GPR151 ag: 0.9
- FBW7 act: 0.0
- TEAD-YAP inh: 5
- MITF primary: -1

Fc1cnc(Nc2ccc(N3CCOCC3)nc2)cc1-n1cnc(Nc2ccccc2)n1
- GPR151 ag: 0.2
- FBW7 act: 0.9
- TEAD-YAP inh: -3
- MITF primary: 23
